From PubChem
FAS-TE inh: FAS thioesterase domain inhibitors, primary screen, biochemical, fluorescence intensity, uHTS; recombinant FAS-TE, OMFH fluorogenic substrate, fluorescence endpoint; inhibition, % at 15 µM; 360,000 tested, 0.67% active;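 active = compounds whose normalised, plate-corrected inhibition of enzyme fluorescence in the single-dose primary screen is 50% or more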;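 also: 0% = DMSO with enzyme and 100% = substrate without enzyme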
Rpn11 block: Rpn11 (PSMD14) deubiquitinase inhibitors, primary screen, biochemical, fluorescence polarization, uHTS. human 26S proteasome, Ub4-pepOG fluorescence polarization; 20S core pre-blocked with epoxomicin. 360,000 tested, 0.59% active. calls only at 20 µM. 26S proteasome non-ATPase regulatory subunit 14 (Homo sapiens), O00487;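 active = inhibition at 20 µM, scaled to each plate's controls, above about 33%, limit read from the data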
MsrA inhibitor: bovine MsrA enzyme inhibitors, primary screen, biochemical, absorbance, HTS. Methionine sulfoxide reductase A (Bos taurus). purified bovine MsrA, absorbance read-out. inhibition, % at 15.5 µM. 360,000 tested, 0.75% active. AID 651718, 2012; in the data active = inhibition above about 4.5%;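 also: 0% = vehicle wells with enzyme and 100% = reference inhibitor wells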
eLon inh: inhibitors of E. coli Lon protease, primary screen, biochemical, fluorescence polarization; P0A9M0; purified E. coli Lon protease; inhibition, % at 7.94 µM; 360,000 tested, 0.42% active; AID 602123, 2011; in the data active = inhibition above about 13%, passing the limit was not always enough;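 also: 0% = enzyme with probe and DMSO and 100% = no enzyme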
Rin1 Abl inh: inhibitors of Rin1-Abl protein binding, primary screen, biochemical, TR-FRET. 360,000 tested, 0.4% active. inhibition, % at 7.35 µM. Tyrosine-protein kinase ABL1 (Homo sapiens) + Ras and Rab interactor 1 (Homo sapiens), …; in the data active = inhibition above about 5%, passing the limit was not always enough
PABP1 MLLE inh: inhibitors of PABP1 MLLE–PAM2 peptide binding, primary screen, biochemical, fluorescence polarization, FITC-PAM2, GST-MLLE; inhibition, % at 20 µM; 360,000 tested, 0.36% active; in the data active = inhibition above about 35%, passing the limit was not always enough;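 also: plate controls were DMSO wells with GST-MLLE for no effect and wells lacking GST-MLLE protein for full effect; some results filed as inactive read as strong as hits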
CSN deneddyl inh: inhibitors of CSN-mediated cullin deneddylation, primary screen, biochemical, fluorescence polarization, uHTS | COP9 signalosome complex subunit 5 (Homo sapiens), Q92905 | Purified CSN, SCF-Nedd8-OG deneddylation | inhibition, % at 12.5 µM | 360,000 tested, 0.38% active | AID 651999, 2013;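 active = pattern-corrected inhibition above about 35%, with an unprinted fluorescence ratio check between 0.5 and 1.5, limit read from the data, passing the limit was not always enough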;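 also: 0% = enzyme with substrate and 100% = substrate without enzyme; some results filed as inactive read as strong as hits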
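Test system: purified human Csn5 enzyme expressed in HEK293T cells. Amount: 0.24 nM enzyme. Reagent: SCFSkp2-Nedd8OG substrate at 10 nM final. Schedule: 90 min incubation of compound, enzyme and substrate at room temperature. Detection: fluorescence polarization. Read-out: % inhibition of substrate cleavage by Csn5.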
bovine MsrA act: bovine MsrA enzyme activators, primary screen, biochemical, absorbance, HTS; purified bovine MsrA, absorbance read-out; activation, % at 10.6 µM; 360,000 tested, 0.3% active; AID 602163, 2012; in the data active = activation above about 7.5%;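 also: 0% = vehicle and 100% = reference activator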
MT1-MMP act inh: blockers of MT1-MMP proenzyme processing, primary screen, HT1080 RFP-PRO-GFP cells, GFP/RFP fluorescence; 360,000 tested, 0.061% active; GFP/RFP ratio fluorescence, overnight; percent of plate control window, DMSO zero; GFP/RFP ratio change, % at 20 µM;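 active = GFP/RFP ratio change of at least 30% with cell ATP level not reduced by more than half and red fluorescence within 50% of control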; also: strong numbers were not always called active
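Assay system: HT1080 RFP-PRO-GFP cells. Benchmarks: DMSO vehicle wells and RFP-L50D-GFP reporter cell wells. Times: overnight cell settling, then overnight compound exposure, 37 °C, 5% CO2. Compound: 20 µM single dose, 1% DMSO. Read-out basis: GFP/RFP fluorescence ratio.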
The depositor's hits bear a star; i = inactive; x = no result given; + = active, no number.

SMILES | FAS-TE inh | Rpn11 block | MsrA inhibitor | eLon inh | Rin1 Abl inh | PABP1 MLLE inh | CSN deneddyl inh | bovine MsrA act | MT1-MMP act inh
COc1ccc(N2CCCn3c2nc2c3c(=O)n(CCc3ccccc3)c(=O)n2C)cc1 | 17 | i | -0.4 | -4 | 2 | 3 | 3 | 0 | 0
COc1ccc(C2CC(c3ccccc3)=NN2C(=O)CSc2ncn[nH]2)cc1 (configuration not stated) | -39 | i | -0.3 | 5 | -6 | -24 | 2 | -3 | 1
COc1ccc(OC)c(-c2cc(C(=O)N/N=C/c3ccc(F)cc3)c3ccccc3n2)c1 | 34 | i | 1.0 | -5 | -1 | -6 | -3 | -1 | -1
CC(C)(C)C1CCc2onc(C(=O)Nc3ccc(F)cc3F)c2C1 (configuration not stated) | 28 | i | 0.1 | 9 | 0 | -1 | -8 | -1 | 2
CCOC(=O)Cc1ccc2sc(-c3ccccc3)nc2c1 | 24 | i | 0.4 | -5 | 1 | -10 | -3 | -4 | 3
COc1ccc(CCNC(=O)C2CCN(S(=O)(=O)N3CC(C)CC(C)C3)CC2)cc1OC (configuration not stated) | -3 | i | 0.7 | 9 | -3 | -1 | 0 | -2 | -2
COc1cc2c(cc1NC(=O)C(c1ccccc1)c1ccccc1)CCCC2 | 27 | i | -0.1 | -2 | -2 | -3 | -4 | -3 | -3
CCOc1ccc(NC(=O)CN2C(=O)NC(CCSC)C2=O)cc1 (configuration not stated) | -6 | i | -0.3 | -13 | 2 | -3 | -3 | -1 | -6
Cn1c(=O)c2c(SCc3ccccn3)nc(CC(C)(C)C)nc2n(C)c1=O | 18 | i | 0.2 | -2 | 0 | 5 | -2 | -1 | -2
Cc1ccc(S(=O)(=O)NCC(C)n2cncn2)cc1C (configuration not stated) | -6 | i | -0.2 | -12 | 3 | -6 | -7 | 2 | 3
COC(=O)c1ccc(N2C(=O)CC(N(C)Cc3ccccc3)C2=O)cc1 (configuration not stated) | -5 | i | -0.5 | 4 | -6 | 8 | -4 | 1 | 0
O=C(COC(=O)c1cccc([N+](=O)[O-])c1)NC1CCCC1 | 61* | i | 0.9 | -3 | 0 | 10 | 3 | -3 | 2

A few values from the results shown.
Rin1 Abl inh, COc1cc2c(cc1NC(=O)C(c1ccccc1)c1ccccc1)CCCC2 stands at -2
FAS-TE inh, COc1ccc(C2CC(c3ccccc3)=NN2C(=O)CSc2ncn[nH]2)cc1 (configuration not stated) stands at -39
FAS-TE inh, CCOc1ccc(NC(=O)CN2C(=O)NC(CCSC)C2=O)cc1 (configuration not stated) stands at -6
MT1-MMP act inh, Cc1ccc(S(=O)(=O)NCC(C)n2cncn2)cc1C (configuration not stated) stands at 3
FAS-TE inh, O=C(COC(=O)c1cccc([N+](=O)[O-])c1)NC1CCCC1 stands at 61*

Going on with the list:
SMILES | FAS-TE inh | Rpn11 block | MsrA inhibitor | eLon inh | Rin1 Abl inh | PABP1 MLLE inh | CSN deneddyl inh | bovine MsrA act | MT1-MMP act inh
CC(=O)NC(c1ccc(Cl)cc1)c1ccc2cccnc2c1O (configuration not stated) | 11 | i | -0.5 | 7 | 3 | -5 | 1 | -6 | 14
CCCCOP(=O)(OCCCC)C(O)c1ccc(Br)cc1 (configuration not stated) | 4 | i | 1.2 | -17 | -1 | 5 | 0 | 1 | 2
CCc1ccc(N(C(=O)CNC(=O)c2ccco2)C(C(=O)NC2CCCC2)c2cccnc2)cc1 (configuration not stated) | 4 | i | -0.1 | 6 | 2 | -12 | 11 | -1 | -2
Fc1ccc(C2CCCN2Cc2nc(CC3CC3)no2)cc1 (configuration not stated) | 2 | i | 0.5 | -4 | 0 | -6 | 6 | 1 | 0
CCOC(=O)C(=O)N1CCC(C(=O)OCC)CC1 | -8 | i | -0.5 | 5 | 1 | 4 | 5 | -1 | 0
CC(NC(=O)C1CCC(CNS(=O)(=O)c2ccc3c(c2)C(C)(C)C(=O)N3C)CC1)c1ccccc1 (configuration not stated) | -14 | i | 0.5 | -1 | 0 | 9 | 4 | -2 | -2
NNC(=O)c1cccc(COc2ccc3c(c2)CCC3)c1 | -5 | i | -0.2 | -7 | -3 | -2 | -6 | -6 | 3
CC1CCN(S(=O)(=O)c2ccc3c(c2)N(CC(=O)NCc2cccnc2)C(=O)CS3)CC1 | -3 | i | 1.1 | -1 | 2 | 2 | -1 | -1 | 8
COc1ccc(N2CCN(C(=O)COC(=O)c3nc(Cl)ccc3Cl)CC2)cc1 | 4 | i | 0.2 | -7 | -7 | 3 | -2 | -2 | -3
CCn1nc(NC(=O)COC)c2cc3cccc(C)c3nc21 | -1 | i | -0.5 | 0 | -3 | 5 | -1 | -6 | -1
CN(NC1OC(=O)c2ccccc21)c1ccccc1[N+](=O)[O-] (configuration not stated) | -5 | i | 1.2 | 0 | -3 | -10 | -1 | -4 | 1
COc1ccc(NC(=O)Cn2c(=O)n(-c3ccccc3)c(=O)c3oc4ccccc4c32)c(OC)c1 | -12 | i | -1.5 | -5 | -3 | -2 | 0 | -1 | 6
CN(C(=O)c1cccc(NC(=O)Cc2cccc(NC(=O)C3CCN(C(=O)C4CCC4)CC3)c2)c1)C1CCC1 | -2 | i | 1.5 | -2 | 0 | -1 | -2 | 0 | 3
Nc1nc2c(Br)ccc(Br)c2cc1C(=O)NCc1cccc2ccccc12 | 7 | x | 0.3 | -12 | x | x | -2 | -2 | 4
Cc1ccc(S(=O)(=O)N2CCN(C(=O)CSc3nc(N)cc(=O)[nH]3)CC2)c(C)c1 | 0 | i | -0.8 | 0 | 0 | 2 | 4 | -4 | -3
COc1cccc(C2/C(=C(\O)c3ccc4c(c3)OCCO4)C(=O)C(=O)N2CCCn2ccnc2)c1 (configuration not stated) | -5 | i | 0.6 | -6 | -2 | 1 | -2 | -5 | -2
COc1ccc(CCNC(=O)CSc2nnc(CNC(=O)c3ccccc3F)o2)cc1OC | -8 | i | -0.1 | -1 | -2 | 13 | 3 | -3 | -3
CCN(CC)CCN(C(=O)c1ccc2c(c1)OCCO2)c1nc2c(Cl)cccc2s1 | 21 | i | 0.8 | -2 | 0 | 3 | 2 | -4 | 1
Cc1cccc(COCC(CC(C)C)N2CCN(C(=O)c3ccc(C(F)(F)F)cc3)CCC2=O)c1 (configuration not stated) | 16 | i | -0.2 | -1 | -1 | -2 | -5 | 0 | 0
COCc1nn2c(N)c(C#N)cnc2c1-c1ccccc1 | -3 | i | 1.6 | -3 | -1 | -11 | -2 | -4 | -3
CN(C)S(=O)(=O)c1ccc(C(=O)Nc2cc3c(cc2C(=O)O)OCCCO3)cc1 | -8 | i | 1.3 | 11 | 2 | -1 | 2 | -7 | 1
COc1ccc(NC(=O)c2ccccc2NC(=O)NC2CCCCC2)cc1 | -6 | i | -0.2 | -17 | -3 | -9 | -4 | -4 | 4
[O-]/[N+](=C/c1ccco1)c1ccccc1 | -3 | i | -1.2 | -10 | -1 | 13 | 2 | -3 | -1
COC(=O)c1sccc1OCc1cccc(OC)c1 | -6 | i | -1.2 | -13 | -1 | 2 | -1 | -11 | 0

The closing two records of the section above are carried over, then new ones follow.
SMILES | FAS-TE inh | Rpn11 block | MsrA inhibitor | eLon inh | Rin1 Abl inh | PABP1 MLLE inh | CSN deneddyl inh | bovine MsrA act | MT1-MMP act inh
[O-]/[N+](=C/c1ccco1)c1ccccc1 | -3 | i | -1.2 | -10 | -1 | 13 | 2 | -3 | -1
COC(=O)c1sccc1OCc1cccc(OC)c1 | -6 | i | -1.2 | -13 | -1 | 2 | -1 | -11 | 0
O=C(Nc1cccnc1)c1ccc2c(c1)OCO2 | -10 | i | 1.8 | -1 | 3 | 3 | -2 | 1 | 1
CC(C)CNc1ncnc2[nH]ncc12 | -4 | i | -0.5 | -3 | 3 | 8 | 2 | -1 | 5
O=C(CC1C(=O)NCCN1Cc1ccccc1C(F)(F)F)NCCn1cccn1 (configuration not stated) | -4 | i | -0.7 | 1 | 2 | -10 | 0 | -1 | -1
COc1ccc(N(CC(=O)N2c3ccccc3CC2C)S(=O)(=O)c2c(C)nn(C)c2C)cc1 (configuration not stated) | 4 | i | -0.2 | 0 | -2 | 3 | -2 | -2 | 2
COc1ccc(/C=N/Nc2ccc([N+](=O)[O-])cc2)cc1Cn1cc([N+](=O)[O-])cn1 | -6 | + | 0.2 | -23 | -2 | -63 | 4 | -2 | 6
CC(C)CC(NC(=O)OC(C)(C)C)C(=O)NC(C(=O)N1CCCC1C(N)=O)C(C)C (configuration not stated) | -2 | i | -0.3 | 6 | 1 | 7 | -4 | -5 | -1
CCOc1ccc(C2=Nn3c(nnc3-c3cccnc3)SC2)cc1 | -3 | i | -0.1 | -4 | -7 | -22 | 10 | -4 | 10
CCCCN(C)C1CCN(C(=S)Nc2ccc(OCC)cc2)CC1 | -5 | i | 0.0 | 0 | -1 | -24 | 1 | -3 | 2
Cc1ccc(Cc2nnc3n(-c4ccccc4)nc(C(=O)c4ccccc4)n3c2=O)cc1 | 34 | i | 1.2 | 0 | -1 | -2 | -4 | -2 | -2
O=C1CSC(=Nc2cccc(C(=O)O)c2)N1 | -5 | i | 0.7 | -1 | 4 | -14 | 0 | -2 | 3
CN(CC(=O)Nc1ccccc1Cl)C(=O)C1CCN(C(=O)c2ccc(F)cc2)CC1 | -4 | i | 2.8 | -3 | 5 | 8 | -1 | -5 | 4
COc1ccc(C(C)(O)c2nc(-c3cccc(C(=O)O)c3)cs2)cc1 (configuration not stated) | 1 | i | 0.4 | -15 | 1 | 3 | -3 | -7 | -3
CC1CCCN(C(=O)COC(=O)c2ccc(=O)n(Cc3ccccc3)n2)C1 (configuration not stated) | -6 | i | -0.5 | -4 | 3 | 0 | 2 | 2 | 3
O=C(Nc1ccc2ccccc2n1)c1ccccc1 | 0 | i | 0.4 | 1 | 0 | 11 | 3 | -3 | -2
Cc1ccn2c(=O)nc(SCC(=O)NCc3ccco3)nc2c1 | -8 | i | 1.9 | 8 | -1 | 22 | 0 | -1 | -7
Cc1ccc(N(Cc2ccc(C(=O)NCC3CCCO3)cc2)S(C)(=O)=O)cc1C (configuration not stated) | -10 | i | -0.4 | -12 | 4 | -11 | -5 | -10 | 0
CCN(CC)C(=O)c1scc2c1OCCO2 | -5 | i | 1.9 | 3 | -3 | -8 | -2 | -3 | 2
CCOC(=O)c1sc2c(c1C)c(=O)n(Cc1ccccc1)c(=O)n2CCN(C)C | 15 | i | -0.6 | -4 | -2 | 3 | -2 | -4 | 7
Cc1noc(C)c1C(=O)OCC(=O)c1c[nH]c2ccccc12 | -8 | i | -0.1 | 3 | -4 | -13 | 4 | -10 | 0
Cc1ccc(C(=O)NC2CCN(S(=O)(=O)c3ccccc3F)CC2)cc1 | 2 | i | 0.2 | 1 | 0 | -3 | -5 | -7 | -3
Cc1ccc(C(C(=O)NC2CCCC2)N(C(=O)CCC(=O)Nc2cc(C)on2)c2ccccc2)cc1 (configuration not stated) | -14 | i | 1.2 | 3 | 1 | -4 | -5 | -2 | -3
C/C(=N\NC(=S)NC(C)C)c1ccccc1OC(F)F | -1 | i | -1.1 | 3 | -1 | 28 | -6 | -3 | 1
